ERa coact pot = enhances coactivator binding to human estrogen receptor alpha. coactivator binding (% of control), % at 25.6 µM. TR-FRET ERalpha-LBD/SRC-Cy5 coactivator binding, 2 h; 100 = basal binding, no effect. AID 639. 86,000 tested, 1.3% active; in the data active = activity above about 200%;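 also: binding measured in presence of low estradiol as agonist stimulus; 0% = peptide alone without receptor and 100% = receptor with peptide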
Target sequence (P03372 whole entry, looked up, the tested form may be a part): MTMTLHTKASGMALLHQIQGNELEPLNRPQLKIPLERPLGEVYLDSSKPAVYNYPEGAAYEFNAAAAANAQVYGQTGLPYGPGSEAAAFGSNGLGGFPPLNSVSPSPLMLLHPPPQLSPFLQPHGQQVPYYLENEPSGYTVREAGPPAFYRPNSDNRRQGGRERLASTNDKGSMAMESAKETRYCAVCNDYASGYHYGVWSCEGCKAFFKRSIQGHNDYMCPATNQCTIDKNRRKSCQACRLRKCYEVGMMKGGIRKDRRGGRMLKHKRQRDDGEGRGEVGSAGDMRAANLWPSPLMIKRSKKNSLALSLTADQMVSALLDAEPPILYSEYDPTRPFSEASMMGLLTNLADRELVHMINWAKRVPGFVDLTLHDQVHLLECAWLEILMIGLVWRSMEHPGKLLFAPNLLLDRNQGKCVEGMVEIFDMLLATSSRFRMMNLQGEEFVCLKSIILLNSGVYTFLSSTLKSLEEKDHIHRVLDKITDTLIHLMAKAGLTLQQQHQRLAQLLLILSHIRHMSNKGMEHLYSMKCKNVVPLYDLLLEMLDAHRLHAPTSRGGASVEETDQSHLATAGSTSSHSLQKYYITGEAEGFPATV
Mac1 fbg enh = increases human CD11b/CD18 adhesion to fibrinogen; K562 CD11b/CD18 adhesion to fibrinogen, ATPlite luminescence; 93,000 tested, 0.07% active; P05107+P11215; activation, % at 10 µM;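 active = 10 µM primary screen giving 50% or more activity, confirmed by 40% or more on retest at that dose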; also: strong numbers were not always called active
H69AR growth 86K = growth inhibitors of human H69AR lung tumor cells; viability, % at 10 µM; H69AR lung tumor viability, ATP luminescence, 72 h; active compounds read low; 85,000 tested, 6% active;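 active = viability at or below 40%; inactive = viability above 40%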;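 also: multidrug resistant small cell line overexpressing MRP-1 efflux transporter; 100% = mean luminescence of untreated control wells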
ERa coact inh = blocks coactivator binding to human estrogen receptor alpha | P03372 | TR-FRET ER-alpha LBD / SRC-1 peptide, estradiol-bound | inhibition, % at 25.6 µM | 86,000 tested, 1.7% active; in the data active = inhibition above about 50%;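 also: 0% = receptor plus peptide control and 100% = peptide only without receptor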
MT1-MMP txn act = MT1-MMP promoter transcription activation. activation factor at 10 µM. 86,000 tested, 0.16% active. AID 750. HT1080 MT1-MMP promoter luciferase reporter, luminescence, overnight; active compounds read high;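 active = activation factor of at least 2 for MT1-MMP transcription at 10 µM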
Smad3 FoxH1 inh = inhibitors of human Smad3 transcription factor binding. inhibition, % at 25 µM. TR-FRET Smad3/Dy647-FoxH1 peptide binding, europium anti-His. 88,000 tested, 0.29% active. AID 630;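 active = compounds that reduce the energy-transfer binding signal between the protein and its labelled peptide by more than half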;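 also: 0% = Smad3 plus labelled peptide maximal FRET and 100% = peptide-only background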
Target sequence (P84022 whole entry, looked up): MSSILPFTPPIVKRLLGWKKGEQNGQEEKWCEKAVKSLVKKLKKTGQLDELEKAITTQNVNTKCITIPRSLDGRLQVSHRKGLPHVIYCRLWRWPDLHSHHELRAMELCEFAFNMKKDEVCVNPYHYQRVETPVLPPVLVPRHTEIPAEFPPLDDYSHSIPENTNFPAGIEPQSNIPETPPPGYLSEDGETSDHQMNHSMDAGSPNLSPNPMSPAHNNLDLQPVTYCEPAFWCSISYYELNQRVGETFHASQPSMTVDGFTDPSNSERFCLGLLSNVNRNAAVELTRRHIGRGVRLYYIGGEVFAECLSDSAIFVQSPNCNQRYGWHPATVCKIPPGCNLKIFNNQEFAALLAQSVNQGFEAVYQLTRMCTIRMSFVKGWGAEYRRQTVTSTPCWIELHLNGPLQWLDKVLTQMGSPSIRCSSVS
ERb coact inh = blocks coactivator binding to human estrogen receptor beta. TR-FRET ER-beta LBD / SRC1-Cy5 peptide binding; receptor agonist-loaded with 1 µM estradiol. inhibition, % at 25.6 µM. 86,000 tested, 1.3% active;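 active = compounds whose percent inhibition of the receptor-coactivator binding signal exceeds about 50% in the single-dose screen, limit read from the data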;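 also: 0% = receptor plus peptide wells without compound and 100% = peptide-only wells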
Lung fibro prol = blocks proliferation of human lung fibroblasts; LL 47 human lung fibroblast viability, ATP luminescence; active compounds read low; viability, % at 10 µM; 85,000 tested, 1.1% active; AID 719;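 active = viability at or below 50% in the single dose screen; inactive = viability above 50%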;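 also: compound exposure lasted 72 h before the ATP readout; 100% = median luminescence of untreated cell-only wells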
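material = human LL 47 lung fibroblast cells | dosing = compounds added from tenfold dosing solution, 0.1% DMSO final | timing = overnight cell rest, 72 h compound treatment at 37 °C | measured by = CellTiter-Glo luminescence measuring cellular ATP | evaluation = % viability versus median cells-only luminescence | control set = cell-only wells, no compound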
HUVEC inhibit = inhibitors of human endothelial cell proliferation | HUVEC proliferation, CellTiter-Glo luminescence, 72 h; active compounds read low | viability, % at 10 µM (by protocol) | 86,000 tested, 1.1% active;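 active = viability at or below 30%; inactive = viability above 30%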;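 also: 100% = median luminescence of DMSO-only cell control wells on each plate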
The depositor's hits bear a star; x = no result given; [ ] = dose if it differs, or a comment.

SMILES,ERa coact pot,Mac1 fbg enh,H69AR growth 86K,ERa coact inh,MT1-MMP txn act,Smad3 FoxH1 inh,ERb coact inh,Lung fibro prol,HUVEC inhibit
CCSC1=C(C#N)C2(CCCCC2)C(C#N)C(=O)N1 (centres undefined),118,-2,102,-2,1.1,7,8,98,93
CCCCOc1ccccc1NC(=O)c1ccco1,87,0,82,-6,1.1,-11,4,99,94
CC(C)C(C)(C#N)NC(=O)CSc1nc2scc(-c3ccco3)c2c(=O)n1-c1ccccc1 (centres undefined),167,2,52,25[fluorescence artefact?],1.1,-8,34,x,100
O=C(Oc1ccc2c(c1)OCO2)c1ccc(F)cc1Cl,99,6,91,22,1.6,-9,9[fluorescence artefact?],97,92
COc1ccc(CCNC(=O)c2nonc2N)cc1OC,150,-2,102,-3,1.3,0,-6,x,93
Cc1cccc2nc(CSc3nc4[nH]ncc4c(=O)n3-c3cccc(Cl)c3)cc(=O)n12,x,x,42,x,1,x,x,68,77
CC(=O)Nc1ccc(S(=O)(=O)NCCSc2ccccn2)cc1,101[fluorescence artefact?],4,100,-24,1.1,1,-1,98,101
O=C(c1cccnc1)N1CCN(C(=O)c2ccccc2F)CC1,109,-4,74,-11,1,-6,-6,93,91
Cc1c(Cl)cccc1N=c1c([N+](=O)[O-])nn(-c2ccccc2)n1O,91[fluorescence artefact?],-2,91,-5,1.1,0,16,89,77
CCOC(=O)CN(C(=O)CSc1nnc(-c2ccc(OC)c(OC)c2)o1)c1ccccc1,94,-1,64,5[fluorescence artefact?],1.2,13,1[fluorescence artefact?],101,74
Cc1cccc(NC(=O)CSc2nnc(Cn3nnc(-c4ccccc4)n3)n2-c2ccccc2)c1,58[fluorescence artefact?],3,68,-22,1.1,7,-1,99,87
O=C(O)c1ccccc1SCC(=O)N1CCCCC1,137[fluorescence artefact?],-1,106,-1,1,10[fluorescence artefact?],-7[fluorescence artefact?],102,103
CC(=O)c1c(O)cc(C)n(Nc2nc(C)cc(C)n2)c1=O,93,0,52,-3,1.1,1,-4,85,78
CN(CC(=O)NCc1ccc(F)cc1)S(=O)(=O)c1cccc2nsnc12,114[fluorescence artefact?],x,96,3[fluorescence artefact?],1,5,7[fluorescence artefact?],110,97
O=C(C1CCCCC1)N1CCCC(c2nc(-c3ccc(F)cc3)no2)C1 (centres undefined),134,3,94,-4,1.1,13,-6,105,123
Cc1ccc(S(=O)(=O)NCc2ccco2)c(C)c1C,106,-3,88,2,1.3,-8,12,101,106
Cc1ccc(OCCCC(=O)Nc2ccc(N3CCOCC3)cc2)cc1,64[fluorescence artefact?],-3,83,12,1.1,1,48[fluorescence artefact?],108,99
NC(=O)C1CCN(C(=O)c2cnn(-c3ccccc3)c2NC(=O)c2ccco2)CC1,115,-2,91,1,1.1,4,-4,102,104
COc1ccc(S(=O)(=O)N2CCCC(C(=O)Nc3cccc(C(C)=O)c3)C2)cc1 (centres undefined),97,-5,43,12,1,9,22,99,94
COCCn1c(SCC(=O)NCC2CCCO2)nc2c(c1=O)SC(C)C2 (centres undefined),89,-5,94,0,1,2,-4[fluorescence artefact?],99,86
O=C(NCc1cccnc1)C1COc2ccccc2O1 (centres undefined),104,x,65,0,1.2,-1,-9,93,91
CC(C)CN(CC(C)C)c1nnc(NC(=O)Cn2c(=O)oc3ccccc32)s1,140,-3,98,-10,x,9,0,97,96
O=C(CSc1ccc2nnc(-c3ccccn3)n2n1)NCc1ccc2c(c1)OCO2,96,x,61,8,1.2,-11,18,94,102
COc1ccc(C2=CC(c3cccc(OC)c3)n3nnnc3N2)cc1 (centres undefined),124,0,11*,-8,1.2,-12,-12,86,90
Cn1c(SCC(=O)C(C)(C)C)nnc1-c1ccccn1,100,-5,98,-4,1.2,4,-6,101,88
COc1ccc2o/c(=N\O)c(C(=O)Nc3ccccc3OC)cc2c1,131[fluorescence artefact?],30,52,-5,x,7,4,70,59
CCOC(=O)c1cc2c(C(F)(F)F)cc(-c3cccnc3)nc2o1,127,2,99,3[fluorescence artefact?],1.1,4,3[fluorescence artefact?],103,90
CCOC(=O)c1[nH]c(C)c(C(=O)N2CCN(C(=O)c3ccco3)CC2)c1C,99,x,102,-1,1.3,2,4,91,89
Cc1nn(-c2cccc3cccnc23)c(=O)c2ccccc12,107[fluorescence artefact?],0,95,9[fluorescence artefact?],1,5,5[fluorescence artefact?],108,102
N#C/C(=C/c1ccc(N2CCCCCC2)o1)c1ccc(F)cc1,91[fluorescence artefact?],x,2.8*,-6[fluorescence artefact?],1.3,-6,15[fluorescence artefact?],11*,56
Cc1cccc(-n2c(Cc3ccccc3)nnc2SCC(=O)N2CCOCC2)c1,115,12,91,-1,1.2,-13,0[fluorescence artefact?],99,94
Cc1cccc(S(=O)(=O)NCCC(=O)OC(C)C(=O)NC(=O)NC2CCCCC2)c1 (centres undefined),138,0,108,4,1.2,-5,1,95,101
CC(C)CCn1c(N2CCN(Cc3ccccc3)CC2)nc2c1c(=O)[nH]c(=O)n2C,116,-1,68,2,1.1,9,-5,96,94
c1ccc2c(c1)sc1nnnn12,93,8,82,-7,1.1,-1[fluorescence artefact?],-2,101,87
COc1ccccc1CC(=O)Nc1ccc(-c2noc(COc3ccc(Cl)c(C)c3)n2)cc1,108,3,30*,16,1.1,7,-5,73,86
CCOC(=O)Nc1ccc2c(c1)Sc1ccccc1N2C(=O)CCN1CCOCC1,105,-2,60,-3,1.2,-3,-9,91,86
COc1ccc(OCC(=O)Nc2ccc(S(=O)(=O)N3CCCCCC3)cc2)cc1,114,-2,94,41[fluorescence artefact?],1,0,-4,99,75
Cc1nnc(SCCn2c(N3CCC(C)CC3)nc3c2c(=O)[nH]c(=O)n3C)s1,111,2,74,-20,1.1,2,1,103,93
CC(C(=O)Nc1cc(C(F)(F)F)ccc1N1CCOCC1)N1C(=O)C2CC=CCC2C1=O (centres undefined),110,0,101,-5,1.1,1,-3,94,94
Nc1cc(-c2cccc(F)c2)nn1S(=O)(=O)c1cccc2nsnc12,82,x,91,7,1.1,1,-2,89,96
COc1ccc2nc(SCC(=O)N3CCNC3=O)[nH]c2c1,107,0,91,5,1.4,2,-4[fluorescence artefact?],109,103
COCCCNc1ncnc2nc[nH]c12,114,7,97,-1,1,9,-6,93,111
Cc1ccc2nc(-c3ccc(Br)o3)oc(=O)c2c1,104,1,85,10,1.2,-18,1,103,91
CCOC(=O)Cn1c(N)c(C(=O)OC)sc1=S,118,x,105,1,1.1,12,-2,98,101
Cn1c(SCc2nc3ccccc3s2)nnc1-c1ccc2c(c1)OCO2,119,-1,91,5,1.3,-9,-1,95,95
Cn1c(=O)[nH]c(=O)c2c1nc(CN1CCOCC1)n2CCCO,112,x,105,2,1.2,0,8[fluorescence artefact?],101,103
CCSc1nnc(-c2ccc(S(=O)(=O)N3CCCC3)cc2)n1C,86,-6,84,-4,1.1,2,10,99,107
CSc1ccccc1NC(=O)c1ccco1,121,2,90,-2,1.1,4,-2,109,94
CC1=NN(C(N)=S)C(=O)C1N=Nc1ccccc1C (centres undefined),116[fluorescence artefact?],x,93,-21[fluorescence artefact?],1.2,-4,-20[fluorescence artefact?],98,77
O=C(c1ccc(F)cc1)N1CCCCC(Sc2nnnn2-c2ccccc2)C1=O (centres undefined),85,-3,100,-11,1.2,-12,-4,99,93

Quoted at random: three records from the list, in no set order.
SMILES,ERa coact pot,Mac1 fbg enh,H69AR growth 86K,ERa coact inh,MT1-MMP txn act,Smad3 FoxH1 inh,ERb coact inh,Lung fibro prol,HUVEC inhibit
CCOC(=O)Nc1ccc2c(c1)Sc1ccccc1N2C(=O)CCN1CCOCC1,105,-2,60,-3,1.2,-3,-9,91,86
CCOC(=O)c1cc2c(C(F)(F)F)cc(-c3cccnc3)nc2o1,127,2,99,3[fluorescence artefact?],1.1,4,3[fluorescence artefact?],103,90
COc1ccc2nc(SCC(=O)N3CCNC3=O)[nH]c2c1,107,0,91,5,1.4,2,-4[fluorescence artefact?],109,103

By substructure, the entries above containing an NH in an aromatic ring
SMILES,ERa coact pot,Mac1 fbg enh,H69AR growth 86K,ERa coact inh,MT1-MMP txn act,Smad3 FoxH1 inh,ERb coact inh,Lung fibro prol,HUVEC inhibit
Cc1cccc2nc(CSc3nc4[nH]ncc4c(=O)n3-c3cccc(Cl)c3)cc(=O)n12,x,x,42,x,1,x,x,68,77
CCOC(=O)c1[nH]c(C)c(C(=O)N2CCN(C(=O)c3ccco3)CC2)c1C,99,x,102,-1,1.3,2,4,91,89
CC(C)CCn1c(N2CCN(Cc3ccccc3)CC2)nc2c1c(=O)[nH]c(=O)n2C,116,-1,68,2,1.1,9,-5,96,94
Cc1nnc(SCCn2c(N3CCC(C)CC3)nc3c2c(=O)[nH]c(=O)n3C)s1,111,2,74,-20,1.1,2,1,103,93
COc1ccc2nc(SCC(=O)N3CCNC3=O)[nH]c2c1,107,0,91,5,1.4,2,-4[fluorescence artefact?],109,103
COCCCNc1ncnc2nc[nH]c12,114,7,97,-1,1,9,-6,93,111
Cn1c(=O)[nH]c(=O)c2c1nc(CN1CCOCC1)n2CCCO,112,x,105,2,1.2,0,8[fluorescence artefact?],101,103

Next section
SMILES,ERa coact pot,Mac1 fbg enh,H69AR growth 86K,ERa coact inh,MT1-MMP txn act,Smad3 FoxH1 inh,ERb coact inh,Lung fibro prol,HUVEC inhibit
CCCNc1ncnc2sc(C)c(C)c12,122,8,87,-8,1.1,1,1,92,92
O=C(C1=C(O)C(=O)N(c2ncccn2)C1c1ccc(Cl)cc1)c1ccco1 (centres undefined),110,x,100,3,1.2,12[fluorescence artefact?],-1,93,103
O=C(c1cc2ccccc2o1)N1CCN(c2ccccc2Cl)CC1,106[fluorescence artefact?],0,88,-5,1.1,1,-13,100,113
CCN(CC)S(=O)(=O)c1ccc2c(c1)nc(SCC(N)=O)n2-c1ccc(OC)cc1,92,1,71,-3,x,2,1,95,98
S=c1[nH]ncn1-c1ccccn1,118,2,93,-8,1.3,8,2,100,101
COc1ccc(Cl)c(Cn2c(NCCCN(C)C)nc3c2c(=O)n(C)c(=O)n3C)c1,176,-2,90,-10,1.1,5,-6,96,97
Cc1ccc2nc(N3CCN(S(=O)(=O)c4ccc(C)c(Cl)c4)CC3)c(C#N)cc2c1,244*[fluorescence artefact?],-2,99,48[fluorescence artefact?],1.2,-2,50*[fluorescence artefact?],101,111
CCOC(=O)CSc1nnc(NC(=O)c2cccc(S(=O)(=O)N3CCCC3)c2)s1,120,-1,98,-13[fluorescence artefact?],1.2,2,-4,89,92
CCOC(=O)c1c(C)[nH]c(C(=O)OCC(=O)N2CC(C)OC(C)C2)c1C (centres undefined),116,-5,88,-2,1.1,-1,1,100,102
O=C(COc1ccc2ccccc2c1CN1CCOCC1)N1CCc2ccccc21,114,6,105,6,1,10,-5,84,69

Source: PubChem

These rows are one share of the data; count on the stated rates, not on these rows.
